# Source: PubChem (National Center for Advancing Translational Sciences (NCATS))
# AmpC inh no detg – AmpC beta-lactamase inhibition without detergent; P00811; AmpC nitrocefin hydrolysis, absorbance 480 nm, 0.0001% Triton; 0.52% of 330,000 active; Potency, µM (top dose mostly 57.1 µM), for the others: top-dose activity change, negative = inhibition, actives largely listed as inhibitors;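 also: potency is read from the fitted curve at half-maximal effect; plate controls were no compound for no effect and no enzyme for full effect; nearly all actives have a fitted effect of over 20% in size; some results filed as inactive show a strong effect at the top dose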
# Target sequence (P00811 whole entry, looked up): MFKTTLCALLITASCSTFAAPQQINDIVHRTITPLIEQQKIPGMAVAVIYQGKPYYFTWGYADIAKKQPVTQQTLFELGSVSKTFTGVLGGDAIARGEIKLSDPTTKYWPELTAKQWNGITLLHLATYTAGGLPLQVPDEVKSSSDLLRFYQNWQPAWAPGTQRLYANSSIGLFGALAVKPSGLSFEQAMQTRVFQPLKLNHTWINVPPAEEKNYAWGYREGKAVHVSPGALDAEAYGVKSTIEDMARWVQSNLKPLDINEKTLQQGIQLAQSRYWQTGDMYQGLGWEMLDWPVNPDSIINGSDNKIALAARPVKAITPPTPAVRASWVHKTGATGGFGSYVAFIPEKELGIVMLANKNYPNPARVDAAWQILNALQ
#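 20 mM phosphate pH 7.0 + 0.01% (detergent screen) or 0.0001% Triton X-100; 5.3 nM AmpC reagent; cpd preinc 15 min RT; nitrocefin (800 uM stock) to start; A480 q20 s × 4 min; Activity was normalised to no-enzyme and no-compound control wells.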
# AmpC inh detg – inhibitors of E. coli AmpC beta-lactamase with detergent; P00811; AmpC hydrolysis of nitrocefin, absorbance 480 nm, 0.01% Triton; Potency, µM (top dose mostly 114 µM), for inactives: at the highest dose activity change, negative = inhibition, actives largely listed as inhibitors; 0.041% of 370,000 active; AID 485294;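 also: potency is read from the fitted curve at half-maximal effect; 0% = no-compound wells and -100% = no-enzyme wells; nearly all actives have a fitted effect of over 25% in size; some results filed as inactive show a strong effect at the top dose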
#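 AmpC (5.3 nM in the dispensed reagent) in 20 mM phosphate pH 7.0 with 0.01% (detergent screen) or 0.0001% Triton X-100 was preincubated with compounds for 15 min at room temperature. Nitrocefin was then added from an 800 uM solution, and hydrolysis was followed at 480 nm.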
# TbPYK inhibitor – blocks Trypanosoma brucei pyruvate kinase. 0.12% of 410,000 active. AID 624173. Potency, µM (doses to about 76.8 µM), for inactives: at the highest dose activity, negative = inhibition, actives largely listed as inhibitors. Q57TT1. TbPYK enzyme, Kinase-Glo Plus ATP luminescence, 45 min; also: potency is read from the fitted curve at half-maximal effect; nearly all actives have a fitted effect of over 50% in size
#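 Luminescence from Kinase-Glo Plus, added after a 45-minute room-temperature reaction, served as the end-point read-out. The enzyme and substrate were preincubated with compound before ADP (130 uM final) initiated turnover. Concentration-effect curves came from normalized qHTS data.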
# HCMV antiviral – inhibitors of human cytomegalovirus | HFF cells, HCMV-luciferase reporter, 72 h; active compounds read low | activity change, negative = inhibition, % at 57.5 µM | 4.5% of 410,000 active; in the data active = activity change below about -60%; inconclusive = no clear call, values can overlap the other calls; inactive = above about -39%
#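 Two-dose cell screen: HFF monolayers treated with compounds and infected with luciferase-expressing HCMV at 1 PFU/cell, 72 h at 37C, then lysed for luciferase measurement.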
# AMA1 RON2 block – disrupts binding of P. falciparum AMA1 to RON2. 0.2% of 360,000 active. Potency, µM (top dose mostly 58.2 µM), for the others: at the top dose activity change, negative = inhibition, most hits filed as inhibitors. AlphaScreen AMA1-biotinylated RON2 peptide binding;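 also: potency is read from the fitted curve at half-maximal effect; 0% = vehicle wells and -100% = peptide control; nearly all actives have a fitted effect of over 45% in size; some results filed as inactive show a strong effect at the top dose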
#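 AMA1 (3D7) with his tag at 25 nM final met compounds first, then biotinylated RON2 peptide at 25 nM; detection used donor plus acceptor beads, 10 µg/mL apiece, read by AlphaScreen after 30 min at room temperature.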
# LmPK inh – LmPK (Leishmania mexicana) enzyme inhibition; purified LmPK, Kinase-Glo ATP luminescence, 1 h; Potency, µM (doses to about 57.5 µM), without a hit: top-dose activity change, negative = inhibition, actives largely listed as inhibitors; AID 1721; 0.37% of 290,000 active; also: potency is read from the fitted curve at half-maximal effect
# Target sequence (Q27686 whole entry, looked up): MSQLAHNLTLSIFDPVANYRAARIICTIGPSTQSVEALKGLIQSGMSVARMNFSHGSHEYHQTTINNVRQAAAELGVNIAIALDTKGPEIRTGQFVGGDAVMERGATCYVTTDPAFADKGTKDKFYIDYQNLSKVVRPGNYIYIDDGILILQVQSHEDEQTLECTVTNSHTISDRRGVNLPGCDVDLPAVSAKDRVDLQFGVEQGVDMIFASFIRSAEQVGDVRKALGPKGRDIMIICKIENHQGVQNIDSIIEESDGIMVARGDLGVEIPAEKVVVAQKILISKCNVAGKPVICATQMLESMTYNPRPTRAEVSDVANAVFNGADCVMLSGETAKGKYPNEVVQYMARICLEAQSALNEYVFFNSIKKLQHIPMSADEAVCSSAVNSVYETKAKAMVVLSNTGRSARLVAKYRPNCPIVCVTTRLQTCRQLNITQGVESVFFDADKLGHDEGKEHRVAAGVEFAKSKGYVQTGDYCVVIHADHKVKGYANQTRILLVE
#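 Purified LmPK (0.1 nM) with 0.5 mM PEP and 0.1 mM ADP in imidazole buffer pH 7.2 with MgCl2/KCl, 1 h at room temperature. ATP formed was read by luciferase luminescence and normalized to no-enzyme and uninhibited controls.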
# Sm TGR inh – blocks Schistosoma mansoni thioredoxin glutathione reductase | Q962Y6 | purified TGR, DTNB reduction, TNB absorbance 405 nm | Potency, µM (top dose mostly 114 µM), inactives show at the highest dose activity change, negative = inhibition, usual class: inhibitors | 3% of 360,000 active | AID 485364; also: potency is read from the fitted curve at half-maximal effect; nearly all actives have a fitted effect of over 60% in size
#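 TGR 20 nM + NADPH 100 uM (dispensed conc.), cpd preinc 15 min RT; start with NADPH (500 uM addition) then DTNB (15 mM addition). Kinetic TNB absorbance, 405 nm filter. Four-parameter Hill fit across titration.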
# Active calls of the source: *; ? = inconclusive; nt = no result given; [ ] = dose if it differs, or a comment. Unless noted, calls follow the shape of the dose curve; as a rule, active = well fitted curve in the direction sought with a large enough effect; inconclusive = small, poorly fitted or top-dose-only effect, or another doubt; inactive = no such curve, though single readings can be large; an effect the other way counts as inactive or inconclusive. Unless noted, % is scaled to controls: 0 for no effect and ±100 for the full control effect.
smiles	AmpC inh no detg	AmpC inh detg	TbPYK inhibitor	HCMV antiviral	AMA1 RON2 block	LmPK inh	Sm TGR inh
CCOc1ccc(CN2CCN(Cc3cn(CC)nc3C)CC2CCO)cc1 (stereo not given)	1%	5%	-4%	-23	-1%	-6%	-4%
Cc1ccc(C)c(NC(=O)CSc2cn(CC(=O)N3CCCC3)c3ccccc23)c1	nt	11%	-9%	45	nt	nt	8%
Cn1c(N)c(C(=O)COC(=O)c2cnc(Cl)c(Cl)c2)c(=O)n(C)c1=O	-9%	-4%	1%	-100*	-1%	-6%	0%
CCOc1ccccc1C(=O)N1CCC(c2nc3ccccc3o2)CC1	nt	-2%	-1%	-25	nt	nt	1%
CCOc1cc(NC(=S)NCC2CCCO2)c(OCC)cc1NC(=O)C1CC1 (stereo not given)	-1%	5%	3%	12	0%	-2%	-33%
COc1ccc2c(c1)C1OCCNC1CC2 (stereo not given)	nt	nt	0%	18	-2%	nt	nt
CC(C)S(=O)(=O)NC(=O)C1(C)CCN1C(=O)Cc1ccccc1Cl (stereo not given)	nt	nt	1%	-9	-1%	nt	nt
CCC(=O)Nc1nc2ccc3sc(C)nc3c2s1	-19%	4%	4%	104	2%	-5%	-1%
Cc1ccccc1OCCC(=O)Nc1ccc(N2CCOCC2)cc1N1CCOCC1	118%[activator]	-9%	-9%	-19	5%	nt	-4%
Nc1c(N(CCC2=CCCCC2)C(=O)CCCOc2ccccc2)c(=O)[nH]c(=O)n1Cc1ccccc1	14µM*	?	-2%	-24	20%	nt	1%
COc1ccccc1NC(=O)N1c2ccc(F)cc2CCC1C (stereo not given)	-13%	-3%	-6%	-5	-8%	0%	-26%
Cc1cccc(NC(=O)C(C)SCc2nc3sc4c(c3c(=O)[nH]2)CCCC4)n1 (stereo not given)	-23%	-11%	-2%	16	5%	nt	0%
Nc1ccc2c(c1)-c1ccc(F)cc1C2=O	nt	nt	-2%	34	-5%	nt	nt
O=C(Nc1ccc(Oc2ncccn2)cc1)c1ccco1	-14%	-16%	-5%	48	10%	-14%	-6%
CCCCOC(=O)c1ccc(NC(=O)c2ccoc2C)cc1	-32%	-2%	0%	33	-12%	-13%	-7%
Cc1nc2ccc(NC(=S)N3CCN(c4ccccn4)CC3)cc2nc1C	39%	?	-8%	-29	-8%	2%	-7%
Cc1c(Cl)cccc1NC(=O)CS(=O)(=O)c1ccccc1	-25%	-3%	0%	-9	34%[activator]	1%	?
Cc1c(NC(=O)C(C)OC(=O)CCc2ccccc2)c(=O)n(-c2ccccc2)n1C (stereo not given)	-29%	-2%	-13%	16	-1%	-2%	-9%
COC(=O)C1=C(c2ccc(OC)c(OC)c2)C[C@@H]2CC[C@H]1N2C(=O)NC1Cc2ccccc2C1	111%[activator]	7%	-2%	-39	-5%	nt	6%
O=C(CN1CCCCCCC1)Nc1ccc(Cl)cc1Cl	-20%	?	-2%	-5	-26%	0%	-13%
CC(C)c1ccc(CNc2ncccn2)cc1	-20%	?	-4%	30	-14%	1%	-18%
O=S(=O)(c1cccc(F)c1)N1CCC(c2nc3ccccc3s2)CC1	nt	21%	4%	-2	nt	nt	2%
CCN(Cc1ccccc1)C(=O)COC(=O)c1cc(S(=O)(=O)Nc2c(C)n(C)n(-c3ccccc3)c2=O)ccc1C	77%[activator]	-15%	-4%	-65*	14%	5%	-6%
COc1cc(NC(=O)c2onc(C)c2Cl)cc(OC)c1OC	-15%	3%	9%	83	0%	-1%	9%
COc1ccc(C2=NOC(CNC(=S)N3CCOCC3)C2)cc1 (stereo not given)	4%	-6%	4%	101	4%	5%	17%
CC(=O)Nc1ccc(N=NN2CCOCC2)cc1	-17%	?	-17%	-39	-2%	-1%	8.9µM*
CC(=O)/C=C/c1ccc(C)o1	1%	3%	-21%	-10	-4%	12%	7.1µM*
Cc1cc(=O)n2nc(N3CCCC(C(=O)NCCCN4CCc5ccccc5C4)C3)sc2n1 (stereo not given)	-21%	3%	5%	-8	12%	-11%	-27%
CCOc1ccc(S(=O)(=O)N2CCOCC2)cc1NC(=O)CN1C(=O)NC(C)(C2CC2)C1=O (stereo not given)	nt	nt	-1%	-5	-6%	nt	nt
CCc1cc(=O)oc2cc(C)cc(OCc3nn[nH]n3)c12	-14%	?	-4%	-17	-1%	-8%	15%
CCC1(C)N=C(c2ccc3c(c2)OCO3)CC(c2ccccc2O)N1 (stereo not given)	-44%	?	-9%	38	-3%	10µM*	?
COC(=O)c1cc(OC)c(OC)cc1NC(=O)CSc1nnnn1Cc1ccccc1	57%	-7%	-6%	-33	-4%	-11%	6%
Cc1ccc(C(=O)N[C@@H](C)CN2C3=NC[C@H](Cc4ccccc4)N3C[C@H]2Cc2ccc(O)cc2)cc1Br	51%	1%	0%	nt	-13%	1%	?
CC(C)CNC1=C(C(=S)Nc2ccccc2)C(=O)CC(C)(C)C1	-5%	-8%	-15%	-30	-19%	2%	-4%
CSCc1ccc(C(=O)NC(C)c2ccc(-n3ccnc3)cc2)cc1 (stereo not given)	-18%	-8%	-5%	35	-12%	-8%	2%
Cc1ccc(Cl)cc1N1CCN(C(=O)c2ccc(NS(=O)(=O)c3c(C)noc3C)cc2)CC1	21%	-8%	-5%	19	-20%	0%	0%
Cc1ccc(S(=O)(=O)N(C)C)cc1NC(=O)CN1C(=O)NC2(CCc3ccccc32)C1=O (stereo not given)	nt	nt	-4%	-25	8%	nt	nt
COC(=O)N/N=C/c1c(C)nn(-c2cccc(Cl)c2)c1Cl	-2%	2%	14%	42	0%	-1%	2%
O=C1CCCN2N=C(SCC(=O)Nc3ccc(OC(F)(F)F)cc3)SC2=N1	-18%	?	4%	-11	3%	1%	3%
CSc1ccc(/C=C2\CCn3c2nc2cc(C(=O)O)ccc2c3=O)cc1	0%	7%	14%	31	10%	-4%	9%
O=C(CN1CCCc2ccccc21)NCCc1ccc(Cl)cc1	52%	4%	0%	?	?	-7%	-11%
COc1cccc(-c2ncc3ccccc3c2COC(=O)c2ccc(F)cc2)c1	11%	-5%	-4%	-12	-2%	nt	-10%
COc1ccc(C(=O)OCC(=O)NC(=O)NC(C)C)cc1OC	-29%	-13%	-7%	11	14%	0%	-4%
COC(=O)N(NC(=O)C(O)(c1ccccc1)c1ccccc1)c1ccccc1	-7%	?	-1%	-8	-3%	0%	-6%
CCn1c(-c2csc(-c3ccccc3)n2)n[nH]c1=S	nt	3%	?	-14	60%[activator]	-19%	1%
Cc1ccc(S(=O)(=O)N2CCN(C3CCN(Cc4ccccc4)CC3)CC2)cc1	5%	-18%	19%	14	-10%	3%	7%
COC(=O)CC1C(=O)NCCN1C(=O)c1sc2ccccc2c1Cl (stereo not given)	-4%	6%	-1%	32	-8%	1%	6%
O=C(O)c1ccc(Cl)c(NC(=S)NC(=O)c2cccc(COc3ccccc3)c2)c1	-29%	1%	-1%	-35	24%	-3%	?
O=C(NNC(=S)NCc1ccccc1)c1ccc(Br)cc1	-23%	3%	0%	-25	63%[activator]	1%	12%
CCN(C(=O)COC(=O)C1COc2ccccc2O1)c1c(N)n(Cc2ccccc2)c(=O)[nH]c1=O (stereo not given)	nt	nt	2%	0	-8%	nt	nt

# One compound at a time, from the list above. Order of screens: AmpC inh no detg | AmpC inh detg | TbPYK inhibitor | HCMV antiviral | AMA1 RON2 block | LmPK inh | Sm TGR inh
# Shown for O=C(Nc1ccc(Oc2ncccn2)cc1)c1ccco1 = -14% | -16% | -5% | 48 | 10% | -14% | -6%
# Shown for CC(C)c1ccc(CNc2ncccn2)cc1 = -20% | ? | -4% | 30 | -14% | 1% | -18%

# Carrying on:
smiles	AmpC inh no detg	AmpC inh detg	TbPYK inhibitor	HCMV antiviral	AMA1 RON2 block	LmPK inh	Sm TGR inh
Cc1ccccc1S(=O)(=O)Cc1ccc(C(=O)NC2CCCCCC2)o1	18%	-11%	3%	-26	5%	-1%	-22%
COc1ccccc1-c1nnc(C2CCN(S(=O)(=O)c3ccc(F)c(C)c3)CC2)o1	nt	-11%	-19%	-19	nt	nt	-9%
Cc1ccc(NN=Nc2nc3c([nH]2)c(=O)n(C)c(=O)n3C)cc1	-13%	-8%	-14%	49	38%[activator]	-18%	56µM*
Cn1c(C23CC4CC(CC(C4)C2)C3)n[nH]c1=S	-12%	-17%	?	7	4%	1%	2%
CC(C)(C)C(=O)CSc1ccc(S(=O)(=O)N2CCN(Cc3ccccc3)CC2)cn1	-3%	-12%	0%	2	-8%	nt	-1%
O=C(c1ccc(CNS(=O)(=O)c2ccccc2)cc1)N1CCN(c2ccccn2)CC1	1%	-1%	0%	-26	10%	-1%	-5%
Cc1ccc2cc(CN(C)C(=O)C3CCCO3)c(=O)[nH]c2c1 (stereo not given)	-4%	?	-5%	23	13%	0%	-24%
COc1ccc(C)cc1S(=O)(=O)n1ccnc1C	-3%	-5%	1%	-22	-5%	0%	-4%
O=C(Nc1ccc2nc(-c3ccccc3)oc2c1)c1ccco1	10%	-1%	5%	-11	3%	1%	1%
CCOc1ccc(NC(=O)Cn2cc(S(=O)(=O)N3CCN(c4ccccc4F)CC3)c3ccccc3c2=O)cc1	nt	-2%	2%	-2	nt	nt	-4%
O=C(COC(=O)c1cc(S(=O)(=O)N2CCOCC2)ccc1Cl)NC1CC1	-5%	-5%	6%	-9	-12%	nt	-1%
CCc1ccc2[nH]c(=O)c(CN(CCCN3CCOCC3)C(=O)Nc3cccc(Cl)c3)cc2c1	191%[activator]	-8%	-4%	-14	-3%	-3%	-34%
O=C1NC(Cc2c[nH]c3ccccc23)C(=O)N1Cc1ccccc1 (stereo not given)	-16%	3%	-2%	-24	2%	-6%	-15%
COCCN1C(=O)Cc2c1nc(N)c1c(N)nc(N3CCN(c4ccc(F)cc4)CC3)c(C#N)c21	-9%	-1%	-10%	?	73%[activator]	2%	-6%
Cc1cc(N2C(=O)C(O)=C(C(=O)c3ccco3)C2c2ccc(O)cc2)no1 (stereo not given)	-5%	-9%	-5%	-11	-2%	2%	0%
O=C(NCc1ccccn1)c1cccc([N+](=O)[O-])c1	-3%	-3%	-5%	10	28%	-2%	0%
